# Bioassay records from PubChem BioAssay.
# 15-hLO-2 inh – 15-hLO-2 (ALOX15B) enzyme inhibition; O15296; purified 15hLO-2, xylenol orange hydroperoxide absorbance; Potency, µM (doses to about 57.1 µM), without a hit: top-dose activity change, negative = inhibition, most hits filed as inhibitors; hit rate 0.56% among 110,000; AID 881; also: potency is read from the fitted curve at half-maximal effect; nearly all actives have a fitted effect of over 60% in size; many of its hits are not listed in these tables
# Target sequence (O15296 whole entry, looked up): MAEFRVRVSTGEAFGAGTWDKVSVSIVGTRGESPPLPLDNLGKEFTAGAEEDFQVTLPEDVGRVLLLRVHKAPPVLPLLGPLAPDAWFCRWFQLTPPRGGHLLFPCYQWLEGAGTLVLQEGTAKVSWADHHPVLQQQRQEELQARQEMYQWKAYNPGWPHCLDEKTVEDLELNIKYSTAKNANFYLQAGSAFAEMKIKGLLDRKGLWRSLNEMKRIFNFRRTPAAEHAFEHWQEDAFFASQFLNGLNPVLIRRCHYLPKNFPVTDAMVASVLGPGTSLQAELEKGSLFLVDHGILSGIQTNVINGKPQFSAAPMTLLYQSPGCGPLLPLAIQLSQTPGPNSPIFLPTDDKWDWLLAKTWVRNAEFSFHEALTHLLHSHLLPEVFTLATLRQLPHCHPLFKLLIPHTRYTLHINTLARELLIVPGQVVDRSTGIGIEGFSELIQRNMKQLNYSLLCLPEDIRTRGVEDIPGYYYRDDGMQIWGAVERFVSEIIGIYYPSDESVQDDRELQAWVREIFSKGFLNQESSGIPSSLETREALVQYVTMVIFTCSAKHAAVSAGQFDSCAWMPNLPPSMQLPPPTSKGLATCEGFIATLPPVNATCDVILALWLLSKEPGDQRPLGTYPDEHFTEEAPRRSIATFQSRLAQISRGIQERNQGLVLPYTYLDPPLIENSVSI
#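 Screening format was qHTS against 50 nM purified 15hLO-2 in Hepes pH 7.5 with detergent. Activity follows hydroperoxide formation from 45 uM arachidonic acid, measured as 573:405 nm absorbance ratio of the ferric-xylenol orange complex.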
# IMPase cell inh – membrane-permeable compound that blocks inositol monophosphatase; P97697; CHO-M1 cells, IP1 accumulation, HTRF TR-FRET ratio; inhibition (IP1 accumulation), % at 46.1 µM; 120,000 tested, under 10 active; AID 901; active = well fitted curve in the direction sought with a large enough effect in the signal ratio, not every such curve was filed as active; inconclusive = small, poorly fitted or top-dose-only effect, or a change in a side signal; inactive = no such curve, though single readings can be large or run the other way; the % refers to the signal ratio;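 also: cells stimulated with carbachol in lithium chloride buffer; plate controls were DMSO basal wells for no effect and reference inhibitor wells for full effect; higher means more IMPase inhibition seen as more IP1 and lower FRET ratio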
# Target sequence (P97697 whole entry, looked up): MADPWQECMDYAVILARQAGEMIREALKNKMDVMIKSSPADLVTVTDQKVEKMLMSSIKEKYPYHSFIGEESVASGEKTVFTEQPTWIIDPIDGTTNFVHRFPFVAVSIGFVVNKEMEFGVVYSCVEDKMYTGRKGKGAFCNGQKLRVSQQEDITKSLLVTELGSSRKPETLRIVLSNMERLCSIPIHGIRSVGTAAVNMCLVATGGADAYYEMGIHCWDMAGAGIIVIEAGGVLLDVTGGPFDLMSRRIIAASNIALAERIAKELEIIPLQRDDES
#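 CHO-M1, 2000 cells/well, cultured 16–30 h; cpd up to 46 uM; carbachol (50 uM solution, stimulation buffer w/ 50 mM LiCl, pH 7.4), 30 min 37C; IP-One TR-FRET, 10 min RT; Ex 320/Em 665, 620; Hill-fit AC50.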
# PNC inhibitor – blocks assembly of the perinucleolar compartment. hit rate 3.1% among 140,000. AID 2417. PC3M PTB-GFP, PNC prevalence imaging, 16 h; stronger effect = lower value. activity change (PNC), negative = inhibition, % at 10 µM;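 active = readout at or below -70, meaning at least 70% loss of cells showing the perinucleolar compartment, a nuclear body marking cancer cells; inconclusive = readout between -30 and a set limit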;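 also: plate controls were DMSO wells for no effect and camptothecin positive control wells for full effect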
#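 PC3M cells stably expressing PTB-GFP, 750–1000 cells/well, treated 16 h at 37 °C with compound (23 nl of library stock), in duplicate. After paraformaldehyde fixation and Hoechst stain, imaged at 20x; PNC prevalence scored by image analysis.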
# 12-hLO inh – blocks human 12-lipoxygenase activity; hit rate 0.12% among 150,000; AID 1452; purified 12-hLO, xylenol orange hydroperoxide absorbance; P18054; Potency, µM (top dose mostly 57.1 µM), without a hit: top-dose activity change, negative = inhibition, actives largely listed as inhibitors; also: potency is read from the fitted curve at half-maximal effect; nearly all actives have a fitted effect of over 55% in size; many of its hits are not listed in these tables
#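 150 nM 12hLO, 25 mM Hepes pH 7.0 + 0.01% Triton X-100; cpd preinc 15 min RT; 40 uM arachidonic acid, 30 min RT; Fe-XO 30 min; A573/A405 ratio as read-out.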
# * = called active by the depositor; u = inconclusive; x = not tested or not shown; [ ] = dose if it differs, or a comment. Unless noted, calls follow the shape of the dose curve; as a rule, active = well fitted curve in the direction sought with a large enough effect; inconclusive = small, poorly fitted or top-dose-only effect, or another doubt; inactive = no such curve, though single readings can be large; an effect the other way counts as inactive or inconclusive. Unless noted, % is scaled to controls: 0 for no effect and ±100 for the full control effect.
canonical_smiles	15-hLO-2 inh	IMPase cell inh	PNC inhibitor	12-hLO inh
COc1ccc(CNC(=O)C2CC(c3cccc(OC)c3)=NO2)cc1 (stereo unspecified)	1%	-2	-26	-2%
COC(=O)C(=O)Nc1nnc(COc2ccccc2)s1	8%	-22	13	-1%
CCOC(=O)c1cccc(NC(=O)CSc2nc3cccnc3n2C)c1	-1%[2.29 µM]	-3	u	-2%
C=C1CCC(C2CC(=O)OC2=O)C(=O)CCC2C1CC2(C)C (stereo unspecified)	-1%	x	x	1%
O=C(CSc1n[nH]c(-c2cccs2)n1)NCc1ccc2c(c1)OCO2	6%	-4	u	-10%
O=C(CNCC1CCCO1)N1CCCc2ccccc21 (stereo unspecified)	-11%	3	-15	-6%
CCCN1C(=O)C(O)(C2CC(=O)CC(C)(C)O2)c2ccccc21 (stereo unspecified)	-5%	1	29	-1%
O=C(O)CN1C(=O)C2C3C=CC(C3)C2C1=O (stereo unspecified)	-5%	-4	u	3%
COC(=O)c1ccc(NC(=O)CSc2nc(C)cc(=O)[nH]2)cc1	-2%	1	22	-1%
COc1ccc(/C=N\NC(=O)c2cc(O)c(O)c(O)c2)cc1CN1CCN(c2ccc(F)cc2)CC1	x	6	-13	-13%
O=C(Nc1ccccc1-c1nnn(CC(=O)N2CCN(c3ccccc3)CC2)n1)c1cccs1	-12%	-2	u	4%
CCn1cc(C2=NOC(C(=O)Nc3ccccc3C(=O)OC)C2)c(C)n1 (stereo unspecified)	-8%	-2	16	-4%

# Quoted from the listing.
# In IMPase cell inh, CCn1cc(C2=NOC(C(=O)Nc3ccccc3C(=O)OC)C2)c(C)n1 (stereo unspecified) shows -2
# In 15-hLO-2 inh, O=C(Nc1ccccc1-c1nnn(CC(=O)N2CCN(c3ccccc3)CC2)n1)c1cccs1 shows -12%

# Continuation:
canonical_smiles	15-hLO-2 inh	IMPase cell inh	PNC inhibitor	12-hLO inh
O=C(COC(=O)c1cc(S(=O)(=O)N2CCOCC2)ccc1Cl)Nc1ccc2c(c1)OCO2	-1%	-3	-24	2%
CC(NS(=O)(=O)c1ccc(CCC(=O)NCc2ccco2)cc1)c1ccccc1 (stereo unspecified)	x	x	38	-2%
CC(c1ccccc1)N(CC(=O)NC1CCCCC1)S(=O)(=O)c1cccc(C(F)(F)F)c1 (stereo unspecified)	x	x	-16	1%
COc1ccc(OC)c2c1CC(C)(C)NC2=O	x	-10	-13	-2%
CCCc1nc2ccccc2c(C(=O)OCC(=O)c2ccc3c(c2)NC(=O)CO3)c1CC	17%	1	-14	7%
CN(C)c1ccc(N/C=C/C(=O)c2ccco2)cc1	25µM*	32[activator]	u	-15%
O=C(NNC(=S)Nc1ccc(Cl)cc1Cl)c1ccncc1	x	-4	-1	-2%
CCN1CCN(c2ncnc3c2cnn3-c2ccccc2)CC1	13%	5	u	6%
COc1cc2c(cc1OC)C(C(C(=O)N(CCc1ccc(OC)c(OC)c1OC)CCc1ccc(OC)c(OC)c1OC)c1ccccc1)=NCC2 (stereo unspecified)	13%[0.0915 µM]	x	x	-2%[0.00818 µM]
O=C(Nc1ccc(F)cc1F)c1cc2nc3c(c(C(F)(F)F)n2n1)CCCC3	x	-3	37	-3%
N#CCc1nc2n(n1)Cc1ccccc1-2	3%	4	-7	1%
CCCCNC(=O)c1ccc2c(=O)n(CCCOCC)c(=S)[nH]c2c1	-17%	u	21	-2%

# Seven compounds already listed, ordered by molar mass, ascending.
canonical_smiles	15-hLO-2 inh	IMPase cell inh	PNC inhibitor	12-hLO inh
N#CCc1nc2n(n1)Cc1ccccc1-2	3%	4	-7	1%
CN(C)c1ccc(N/C=C/C(=O)c2ccco2)cc1	25µM*	32[activator]	u	-15%
CCN1CCN(c2ncnc3c2cnn3-c2ccccc2)CC1	13%	5	u	6%
CCCCNC(=O)c1ccc2c(=O)n(CCCOCC)c(=S)[nH]c2c1	-17%	u	21	-2%
CC(NS(=O)(=O)c1ccc(CCC(=O)NCc2ccco2)cc1)c1ccccc1 (stereo unspecified)	x	x	38	-2%
CCCc1nc2ccccc2c(C(=O)OCC(=O)c2ccc3c(c2)NC(=O)CO3)c1CC	17%	1	-14	7%
O=C(COC(=O)c1cc(S(=O)(=O)N2CCOCC2)ccc1Cl)Nc1ccc2c(c1)OCO2	-1%	-3	-24	2%

# Continuation:
canonical_smiles	15-hLO-2 inh	IMPase cell inh	PNC inhibitor	12-hLO inh
CCOC(=O)c1c(C)[nH]c(C)c1C(=O)COC(=O)c1cccc(S(=O)(=O)N(CC)CC)c1	12%	u	72	3%
O=C(Nc1nccs1)c1ccc(COc2ccc(F)cc2)o1	30%	-3	31	-3%
CCC(=O)Nc1nnc(SCC(=O)Nc2ccc(F)cc2)s1	-4%	-1	3	7%
O=C(COc1nsnc1N1CCOCC1)N1CCOCC1	10%	12	19	-2%
Cc1oc(-c2ccccc2)cc1C(N)=O	x	0	18	2%
Cc1ccc(C(=O)n2nc(-c3ccco3)nc2N)cc1	-3%	1	u	0%
N/C(=N\OC(=O)CCC1CCCC1)c1ccccn1	x	x	u	-2%
Cc1n[nH]c(C)c1S(=O)(=O)NCCc1ccc(Cl)cc1	-7%	-2	-15	-8%
CCOC(=O)CSc1nc(N)c(C(=O)Nc2ccc(N(C)C)cc2)s1	u	12	u	1%
O=C(c1cc2ccccc2oc1=O)N(c1ccc(Cl)cc1)C1C=CS(=O)(=O)C1 (stereo unspecified)	x	x	u	-2%
Cc1ccc(S(=O)(=O)N(C)c2c(C)ccc(S(=O)(=O)N3CCN(C=O)CC3)c2C)cc1	x	x	u	0%
CCc1ccc(NC(=O)Cc2ccc(-n3cccc3)cc2)cc1	x	x	-7	-1%
Cc1cc(CSc2ccccc2)ccc1NC(=O)c1ccc(C)c([N+](=O)[O-])c1	x	x	16	-1%
O=S(=O)(c1ccc(Cl)cc1)n1ccc(-c2cccc(OCc3c(F)cccc3Cl)c2)n1	12%	8	-28	-3%
Cc1cc(C)c(NC(=O)c2ccccc2CCc2ccccc2)c(C)c1	-12%	-5	-1	-2%
CC(C)CC(NC(=O)c1ccccc1)C(=O)OCC(=O)Nc1ccc(Br)cn1 (stereo unspecified)	2%	0	u	4%
CCC(=O)Nc1ccc(N2CCN(Cc3ccccc3)CC2)cc1	1%	u	u	0%
O=C(Nc1ccc2nc(-c3cccs3)c(-c3cccs3)nc2c1)N1CCOCC1	-6%	1	36	-4%
NC1(C(=O)O)CCCCC1	-1%	-1	x	-5%
COC(=O)C(C)Sc1nc2c(c(=O)n1-c1ccccc1)SCC2 (stereo unspecified)	-9%	0	u	3%
CC(C)(C)NS(=O)(=O)c1ccc(CCC(=O)Nc2ccc3c(c2)OCCO3)cc1	x	-5	-15	0%
CC1(C)O[C@H]2[C@@H](O1)[C@@H](On1nnc3ccc(Cl)cc31)O[C@@H]2[C@@H]1COC(C)(C)O1	-4%[11.4 µM]	x	x	-2%[11.4 µM]
CCCCNc1ncnc2c1cnn2-c1ccc(Cl)cc1	8%	0	-27	u
COc1ccc(-c2nn(-c3ccccc3)cc2C(=O)Nc2nc(CC(C)=O)ns2)cc1	0%	0	u	-7%
COc1cc2nc(N3CCN(C(=O)OCc4ccccc4)[C@H](C(=O)NC(C)(C)C)C3)nc(N)c2cc1OC	31%[activator]	10	x	-4%
COc1ccc(N(CC(=O)NCc2cccc(OC)c2)S(=O)(=O)c2c(C)noc2C)cc1	7%	1	15	-1%
O=C(Nc1nccs1)c1cccc(N2C(=O)C3C4C=CC(C4)C3C2=O)c1 (stereo unspecified)	x	x	11	-4%
CCCCc1[nH]c(=O)c(C#N)c2c1CSC(C)(C)C2	-21%	6	25	-10%
Cc1cc(C)c(C(=O)COC(=O)[C@H](C)Nc2ccc(C(F)(F)F)cc2[N+](=O)[O-])c(C)c1	-13%	3	2	2%
Cc1ccc(N2C(=O)c3ccccc3C2Nc2ccccc2)nc1 (stereo unspecified)	-5%	0	15	2%
COc1ccc(CNC(=O)CN(C2CCCCC2)S(C)(=O)=O)cc1	x	x	-2	-1%
Cc1cccc(-n2c(CCc3ccccc3)nnc2SCC(=O)c2ccccc2)c1	x	x	-2	-4%
O=C(O)CCCC(=O)Nc1ccccc1Br	2%	u	7	4%
COCCN1CN=C(Nc2nc(C)c3ccc(C)cc3n2)NC1	4%	10	5	1%
COc1ccc(C2(CNC(=O)c3ccc(OC)c([N+](=O)[O-])c3)CCOCC2)cc1OC	-6%	4	18	0%
COCC(=O)N(C)C1(c2nnnn2CCOC(=O)Nc2ccc(Cl)cc2)CCCC1	-1%	8	u	0%
CCOC(=O)Nc1cccc(Cl)c1C	2%	-1	18	-1%
CCn1c(SCC(=O)Nc2cc(OC)ccc2OC)nnc1C1CCCCC1	-6%	-8	u	-6%
Cc1c(C(=O)NCc2ccco2)cccc1[N+](=O)[O-]	x	3	u	1%
O=C(/C=C/Nc1ccccc1)c1ccccc1	13%	-2	10	6%
CC1CC(C)CN(c2nc3c(c(=O)n(C)c(=O)n3C)n2CCSc2ncccn2)C1 (stereo unspecified)	2%	4	6	5%
c1ccc2c(Nc3nc(N4CCOCC4)c4ccccc4n3)cccc2c1	x	x	24	-3%
Cc1ccc(S(=O)(=O)Nc2ccc(C(OC(=O)c3ccccc3[N+](=O)[O-])(C(F)(F)F)C(F)(F)F)cc2)cc1	x	x	-108*	-16%
Cn1c(=O)[nH]c(=O)c2c1nc(N1CCCC1)n2CCSc1nc2ccccc2[nH]1	2%	0	10	3%

# A portion of the results above:
canonical_smiles	15-hLO-2 inh	IMPase cell inh	PNC inhibitor	12-hLO inh
CCn1c(SCC(=O)Nc2cc(OC)ccc2OC)nnc1C1CCCCC1	-6%	-8	u	-6%
Cc1c(C(=O)NCc2ccco2)cccc1[N+](=O)[O-]	x	3	u	1%
O=C(/C=C/Nc1ccccc1)c1ccccc1	13%	-2	10	6%
CC1CC(C)CN(c2nc3c(c(=O)n(C)c(=O)n3C)n2CCSc2ncccn2)C1 (stereo unspecified)	2%	4	6	5%
c1ccc2c(Nc3nc(N4CCOCC4)c4ccccc4n3)cccc2c1	x	x	24	-3%
Cc1ccc(S(=O)(=O)Nc2ccc(C(OC(=O)c3ccccc3[N+](=O)[O-])(C(F)(F)F)C(F)(F)F)cc2)cc1	x	x	-108*	-16%
Cn1c(=O)[nH]c(=O)c2c1nc(N1CCCC1)n2CCSc1nc2ccccc2[nH]1	2%	0	10	3%
